# PrPC surface inh – cell surface PrPC inhibition, primary TR-FRET screen | inhibition, % at 13.8 µM | P04156 | 370,000 tested, 0.43% active | AID 720596 | TR-FRET read-out; in the data active means inhibition above about 24%; further: 0% = median of the test wells and 100% = reference compound wells
# FadD28 FP inh – M. tuberculosis FadD28 bisubstrate binding inhibition; FadD28 bisubstrate probe binding, fluorescence polarization; 360,000 tested, 0.22% active; inhibition, % at 12.5 µM; in the data active means inhibition above about 8.5%, passing the limit was not always enough; inconclusive means no clear call, values can overlap the other calls
# Mtb FBA inh – inhibits M. tuberculosis FBA enzyme; P9WQA3; purified M. tuberculosis FBA, fluorescence read-out; inhibition, % at 1 µM; 360,000 tested, 2.3% active; AID 588726; in the data active means inhibition above about 27%;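 further: 0% = vehicle and 100% = reference inhibitor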
# Target sequence (P9WQA3 whole entry, looked up): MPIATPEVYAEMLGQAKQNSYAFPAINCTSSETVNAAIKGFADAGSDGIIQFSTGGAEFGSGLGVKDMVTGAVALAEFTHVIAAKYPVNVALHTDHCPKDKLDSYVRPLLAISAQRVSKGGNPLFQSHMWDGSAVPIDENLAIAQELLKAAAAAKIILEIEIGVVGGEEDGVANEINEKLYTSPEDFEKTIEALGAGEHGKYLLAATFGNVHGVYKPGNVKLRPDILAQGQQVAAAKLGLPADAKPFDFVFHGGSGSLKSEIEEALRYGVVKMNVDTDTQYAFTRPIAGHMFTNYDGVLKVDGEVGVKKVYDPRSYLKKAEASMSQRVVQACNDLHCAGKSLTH
# BioA inh – BioA (M. tuberculosis) enzyme inhibition | purified M. tuberculosis BioA enzyme, plate reader | inhibition, % at 9.99 µM | 360,000 tested, 0.096% active | AID 602481; in the data active means inhibition above about 40%; inconclusive means no clear call, values can overlap the other calls
# MazEF act – increases E. coli MazEF RNase cleavage of RNA | P0AE70 | FAM/BHQ RNA-DNA oligo cleavage fluorescence, 5 h | activation, % at 20 µM | 350,000 tested, 0.32% active | AID 504720; in the data active means activation above about 50%
# Target sequence (P0AE70 whole entry, looked up): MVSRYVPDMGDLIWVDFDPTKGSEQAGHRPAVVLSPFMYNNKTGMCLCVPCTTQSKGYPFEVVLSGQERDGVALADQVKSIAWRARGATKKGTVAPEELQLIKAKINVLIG
# GDH-TPI counter – counter-screen for M. tuberculosis FBA inhibitors: GDH-TPI coupled enzymes. AID 588335. GDH-TPI coupled enzyme counterscreen, NADH absorbance. inhibition, % at 4.8 µM. 360,000 tested, 1.2% active; in the data active means inhibition above about 30%;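 further: 0% = DMSO wells and 100% = wells lacking the enzyme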
# BoNT F protease – inhibitors of Botulinum neurotoxin F light chain protease | 360,000 tested, 0.22% active | Multiplex microsphere protease cleavage assay, flow cytometry | inhibition, % at 10 µM | AID 588497; in the data active means inhibition above about 35%, passing the limit was not always enough; inconclusive means no clear call, values can overlap the other calls; further: plate controls were buffer without enzyme for full effect and enzyme alone for no effect
# Rv3671c inh – inhibits the M. tuberculosis serine protease Rv3671c. P9WHR9. inhibition, % at 5.96 µM. 320,000 tested, 0.048% active. AID 2606; in the data active means inhibition above about 38%;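 further: extracellular domain of Rv3671c used as enzyme; 0% = enzyme with DMSO and 100% = no enzyme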
# Target sequence (P9WHR9 whole entry, looked up, the tested form may be a part): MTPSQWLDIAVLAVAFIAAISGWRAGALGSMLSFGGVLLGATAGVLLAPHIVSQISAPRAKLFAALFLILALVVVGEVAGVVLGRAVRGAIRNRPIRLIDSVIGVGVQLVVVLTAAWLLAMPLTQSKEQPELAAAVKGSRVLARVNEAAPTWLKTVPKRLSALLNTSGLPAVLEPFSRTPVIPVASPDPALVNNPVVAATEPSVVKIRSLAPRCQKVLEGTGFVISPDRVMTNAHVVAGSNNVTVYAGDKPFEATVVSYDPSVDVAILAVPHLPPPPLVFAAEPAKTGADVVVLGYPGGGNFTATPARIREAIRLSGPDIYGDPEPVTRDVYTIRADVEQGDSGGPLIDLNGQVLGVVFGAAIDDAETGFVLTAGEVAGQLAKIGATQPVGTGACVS
# UGM FP inh – blocks M. tuberculosis UGM enzyme | P9WIQ1 | purified UGM, fluorescence polarization probe displacement | inhibition, % at 10 µM | 320,000 tested, 0.06% active; in the data active means inhibition above about 10%, passing the limit was not always enough; inconclusive means no clear call, values can overlap the other calls
# Active calls of the source: *; ? = inconclusive; . = not tested or not shown; & = joins results of further samples.
SMILES,PrPC surface inh,FadD28 FP inh,Mtb FBA inh,BioA inh,MazEF act,GDH-TPI counter,BoNT F protease,Rv3671c inh,UGM FP inh
Cc1ccc(CCNC(=O)C2CCN(c3nn4c(=O)cc(C)nc4s3)CC2)cc1,1.0,-2.3,-2.7,-1.3,-3.9,3.9,9.2,8.3,0.5
O=C1CN(C(=O)COC(=O)c2cc(S(=O)(=O)N3CCOCC3)ccc2Cl)c2ccccc2N1,0.6,-2.5,1.4,-4.8,4.1,-2.4,3.0,3.5,-0.7
CC(C)CC1C(=O)N(Cc2cn(CCC3OCCCO3)nn2)CCS(=O)(=O)N1Cc1ccc(-c2ccc(F)cc2)cc1 (stereo not given),-7.8,-1.6,5.3,-0.6,1.0,16.5,0.2,.,.
CN1CCSc2ccc(C(=O)NCc3ccccc3F)cc21,16.6,-1.6,137.3*,-0.1,4.2,4.3,0.0,3.4,-4.0
O=C(NCCc1c[nH]c2ccccc12)c1ccc2nc[nH]c2c1,3.4,-0.2,-0.4,11.4,0.9,-2.5,-4.4,-0.3,3.2
COC(=O)c1ccc(Cn2cnc3cnccc32)cc1,-2.5,-0.8,3.3,-0.5,-0.9,-3.4,-3.2,-2.1,3.7
COc1ccc2c(C=O)c[nH]c2c1,5.8,-0.2,-1.2,.,-1.4,1.8,-3.0,-12.4,0.7
Cc1nn(C2CCOC(C)(C)C2)c2c1C(c1ccc(OC(C)C)cc1)SCC(=O)N2 (stereo not given),3.8,3.3,3.3,1.2,-7.2,8.5,-1.5,1.4,0.8
CC(OC(=O)c1ccco1)C(=O)Nc1ccc(Cl)cn1 (stereo not given),-2.3,-0.8,2.6,0.5,-0.7,1.3,-5.5,1.7,0.5
O=C(NCc1ccccc1Cl)C(=O)c1c[nH]c2ccccc12,1.4,-2.7,-4.7,.,2.4,3.5,4.0,-6.0,-1.2
O=S(=O)(c1ccc2c(c1)CCC2)N1CCNCC1,0.2,-3.5,-1.4,0.4,-2.1,7.3,.,.,.
O=C(CSc1cccs1)Nc1ccc(Cl)cc1,5.6,-0.7,0.3,.,2.3,0.4,3.9,8.8,0.9
CN(C(=O)NC(=O)C1=C(N2CCOCC2)/C(=C/c2ccccc2)CC1)S(C)(=O)=O,1.0,-2.3,113.9*,-0.2,1.5,29.4,-17.9,-0.2,-0.6
Cc1cc(C(=O)Nn2cnnc2)cs1,2.7,-2.1,1.3,-0.6,-4.6,-4.9,-3.6,-5.0,0.0
COc1ccc(NS(=O)(=O)c2ccc(OC)c(NC(=O)CNC(=O)c3ccc(OC)cc3)c2)cc1,-6.3,-1.9,-2.1,-5.0,1.1,4.2,-8.6,-26.9,4.4

# Rewritten with each value named: part of the list above.
CN(C(=O)NC(=O)C1=C(N2CCOCC2)/C(=C/c2ccccc2)CC1)S(C)(=O)=O
  PrPC surface inh: 1.0
  FadD28 FP inh: -2.3
  Mtb FBA inh: 113.9*
  BioA inh: -0.2
  MazEF act: 1.5
  GDH-TPI counter: 29.4
  BoNT F protease: -17.9
  Rv3671c inh: -0.2
  UGM FP inh: -0.6
Cc1cc(C(=O)Nn2cnnc2)cs1
  PrPC surface inh: 2.7
  FadD28 FP inh: -2.1
  Mtb FBA inh: 1.3
  BioA inh: -0.6
  MazEF act: -4.6
  GDH-TPI counter: -4.9
  BoNT F protease: -3.6
  Rv3671c inh: -5.0
  UGM FP inh: 0.0
COc1ccc(NS(=O)(=O)c2ccc(OC)c(NC(=O)CNC(=O)c3ccc(OC)cc3)c2)cc1
  PrPC surface inh: -6.3
  FadD28 FP inh: -1.9
  Mtb FBA inh: -2.1
  BioA inh: -5.0
  MazEF act: 1.1
  GDH-TPI counter: 4.2
  BoNT F protease: -8.6
  Rv3671c inh: -26.9
  UGM FP inh: 4.4

# (continued)
SMILES,PrPC surface inh,FadD28 FP inh,Mtb FBA inh,BioA inh,MazEF act,GDH-TPI counter,BoNT F protease,Rv3671c inh,UGM FP inh
CCOC(=O)N1CCN(C(=O)COC(=O)CN(C)S(=O)(=O)c2ccc(NC(C)=O)cc2)CC1,5.8,-2.8,-2.1,0.0,-0.2,3.5,7.4,-12.3,1.5
c1ccc(-c2nn3c(C4CCCCC4)nnc3s2)nc1,2.4,-2.7,4.5,0.8,-3.1,1.7,7.9,-6.3,0.9
CCC(=O)c1ccc(OCC(=O)Nc2ccccc2C(=O)NC2CC2)cc1,5.7,-1.0,-0.4,-0.4,-15.6,-0.4,0.6,-1.2,-3.2
NC(Cc1ccc(Cl)cc1)c1csc(Nc2ccccn2)n1 (stereo not given),2.4,-4.5,-0.4,-1.0,.,0.0,-36.6,.,.
COC(=O)C(O)(CC(=O)Nc1ccc(OC(F)(F)F)cc1)C(F)(F)F (stereo not given),15.4,-2.9,-0.6,.,-5.2,5.8,-3.9,1.4,1.9
COc1ccc(S(=O)(=O)N(C)c2ccc(C(=O)NCC3CCCO3)cc2)cc1 (stereo not given),-2.3,-1.0,1.4,7.9,-14.9,3.4,-6.6,4.9,2.3
Cc1cccc(NC(=O)CSc2nnc(NC(=O)C3CC3)s2)c1C,-0.5,-0.6,-1.4,-2.7,0.0,-7.0,7.2,-2.5,-3.0
CN(CC(=O)NCc1cccs1)S(=O)(=O)c1cccc2nsnc12,-40.2,-0.6,-7.2,0.4,-1.2,3.3,-19.3,8.0,0.5
Cc1ccc(OC2CCN(C(=O)[C@H]3O[C@@H](n4cnc5c(N)ncnc54)[C@H](O)[C@@H]3O)CC2)cc1,1.5,-4.0,-4.3,-1.3,.,.,0.7,.,.
O=C(COC(=O)CNC(=O)c1ccc(Cl)cc1Cl)NC(=O)NCc1ccccc1,-0.3,-1.0,0.1,-1.4,-1.3,-3.6,12.8,-5.1,0.6
CCc1nnc(NC(=O)c2cc(-c3ccco3)nc3ccccc23)s1,-4.3,-1.7,-2.5,-0.5,-2.1,21.9,7.5,5.7,0.5
CCN(CC)C(=O)C1CCCN(c2ncnc3c2cnn3-c2cccc(C)c2)C1 (stereo not given),12.5,-5.0,-0.8,0.2,-1.3,-11.2,-4.6,-6.5,3.3
Cc1cccc(-n2c(CNC(=O)c3ccc(S(=O)(=O)N4CCCCC4)cc3)n[nH]c2=S)c1,6.9,-0.3,4.9,-2.3,0.5,10.4,-1.9,-6.3,-0.2
O=C(CN1CCOCCOCCOCCOCC1)Nc1ccccc1,-5.0,-1.4,3.1,-1.7,-13.8,7.5,-2.8,-14.3,-1.7
COc1ccc(NC(=O)c2n[nH]c(=O)c3ccccc23)cc1S(=O)(=O)N1CCCCC1,7.8,-4.0,2.9,.,-5.2,7.7,-0.3,-11.4,-2.3
O=C1N/C(=N/N=C/c2ccc(O)cc2)SC1Cc1ccccc1 (stereo not given),1.7,-0.2,-5.0,-3.4,0.2,62.0*,-1.3,-25.7,2.2
C[C@H](CO)N1C[C@H](C)[C@@H](CN(C)S(C)(=O)=O)Oc2c(NC(=O)Nc3ccccc3)cccc2C1=O,-5.2,0.1,2.0,0.4&0.1,-8.1,5.8,-1.5,1.6,.
C=CCn1c(SCC(=O)Nc2cc(C)on2)nnc1-c1ccncc1,-4.5,-0.4,1.4,1.3,0.1,-5.4,-0.9,.,.
Cc1nn(C)cc1/C=N\NC(=O)Cc1ccc([N+](=O)[O-])cc1,-9.6,0.2,-0.4,.,-5.9,-5.0,-6.7,6.3,1.5
CCOc1c2ccc(C(=O)NCc3ccc(OC(F)(F)F)cc3)cc2nn1CC,3.3,-3.1,24.3,4.1,-0.9,3.6,-1.3,5.2,-2.8
CCOc1ccc(N=Cc2c(O)n(CCc3ccc(OC)c(OC)c3)c(=O)[nH]c2=O)cc1,-4.5,-3.3,-4.0,.,-31.0,4.8,?,3.6,1.3
CCCOc1ccccc1NC(=O)c1c(-c2ccccc2)noc1C,3.9,-1.9,0.4,-0.3,9.6,-13.9,-3.2,-5.9,.
CC(Sc1nnc(C(C)N(C)C)n1-c1ccc(Cl)cc1)C(=O)Nc1ccc2c(c1)OCO2 (stereo not given),4.4,-3.1,5.2,2.2,2.1,4.3,-28.3,7.6,1.4
COc1cccc(Nc2nc3ccccc3c(=O)[nH]2)c1,-6.3,-6.6,-2.1,1.9,-0.3,-6.3,-4.9,-5.3,4.2
O=C(Nc1cc(=O)[nH]c2nc(-c3ccccc3)nn12)c1ccc(Cl)cc1,4.1,.,.,.,-2.5,.,.,-10.2,0.6
CCCCC1C(=O)NC(=S)N(C)C1=O (stereo not given),-6.2,-3.1,-1.4,.,0.7,-4.3,-10.4,.,.
CN1CCN(S(=O)(=O)c2ccc3c(c2)NC(=O)CS3)CC1,-5.9,-3.1,2.1,1.3,3.7,-0.5,7.3,5.9,-3.1
COc1cc2c(cc1NCc1ccc3c(c1)OCO3)oc1ccccc12,6.3,-0.7,21.4,1.6,-6.3,15.0,2.9,10.8,-0.8
Cc1cccc(NC(=O)CNC(=O)COc2cccnc2[N+](=O)[O-])c1C,-6.0,-1.3,4.3,-2.2,2.3,16.8,6.3,-0.1,-0.7
Cc1cc(C(=O)CN2C(=O)NC(CC(C)C)C2=O)c(C)n1C1CC1 (stereo not given),5.2,0.0,1.3,-0.1,5.4,12.8,-7.8,-3.6,-0.3
O=C(NCc1ccccc1Cl)c1nnc(CS(=O)(=O)c2ccccc2)o1,3.2,-0.2,-0.1,0.8,-1.7,-7.3,-8.6,-13.3,0.2
Cc1cn([C@H]2C[C@H](O)[C@@H](CNCc3ccc(C#CCCO)cc3)O2)c(=O)[nH]c1=O,5.5,-2.2,-2.5,-1.5,2.2,1.4,-5.5,.,.
O=C(NC(=S)Nc1cccc(S(=O)(=O)NC2=NCCC2)c1)c1cc(-c2ccco2)nc2ccccc12,8.2,-2.2,6.1,-3.8,-31.4,23.7,-3.5,-3.4,5.7
Cc1sc2ncnc(N3CCC(C(=O)Nc4ccccc4C(C)(C)C)CC3)c2c1C,8.3,-1.0,1.1,-0.3,0.0,3.5,5.8,-8.1,-2.4
O=C(O)c1cc(NS(=O)(=O)c2ccc(F)cc2)cc(NS(=O)(=O)c2ccc(F)cc2)c1,0.3,-6.5,0.9,-3.8,-4.8,9.1,2.4,-47.5,1.8
Cc1ccccc1C(=O)NC1CCN(CC(=O)NCc2ccc(F)cc2)CC1,1.5,-1.0,2.6,.,14.9,-0.9,-3.9,3.7,1.3
CC(=O)c1ccc(OCC(=O)N2CCCC(Nc3ccc(C)c(C)c3)C2)cc1 (stereo not given),-2.2,-2.9,0.5,20.0,5.5,-7.3,5.5,-16.6,-0.3
COc1ccc(C(=O)NC(=S)Nc2ccc(S(=O)(=O)Nc3cc(OC)nc(OC)n3)cc2)cc1,4.7,-0.8,0.4,.,-3.6,5.2,-30.5,-10.8,2.3
N#Cc1c(NC(=O)C2CCCO2)sc2c1CCCCC2 (stereo not given),10.3,-2.6,-2.5,.,-0.4,2.2,-1.0,0.1,-2.7
C=CCN1C(=O)NC(=O)/C(=C/c2ccc(OCC(=O)Nc3ccc(C)cc3)cc2)C1=O,5.5,.,0.8,0.4,-12.6,4.5,5.5,.,6.3
Cc1c(C(=O)n2cnc3ccccc32)cccc1[N+](=O)[O-],-13.5,-2.5,-3.0,.,8.8,-11.8,-20.8,-9.0,-0.7
COc1c(Cl)cc(Cl)cc1C(=O)Nc1ccc(CN2CCCCC2)cc1,-1.9,-1.4,-4.8,.,13.3,-1.0,0.8,0.8,-1.3
CC1(C(=O)NS(=O)(=O)c2cccc(OC(F)F)c2)CCN1C(=O)C1CCCCC1 (stereo not given),2.0,-2.0,1.8,-0.8,.,11.5,4.3,.,.
CCOc1ccc2nc(SCc3ccc(CC(=O)O)cc3)c(C#N)cc2c1,-3.9,-24.2,5.9,1.8,3.1,4.4,-5.0,-7.4,-1.9
COc1ccc(-c2cc(C(=O)NCCCn3ccnc3)no2)cc1,5.9,-2.0,7.8,.,1.8,-0.7,3.7,2.2,3.5
CCCCCn1c(N)c(C(=O)NCc2cccs2)c2nc3ccccc3nc21,8.7,.,.,.,0.1,.,.,-95.8,3.2
CC(C)Sc1nc2c(c(=O)[nH]c(=O)n2C)n1Cc1ccc(Cl)cc1,3.3,-0.9,2.0,-0.8,2.5,10.1,?,-3.1,-1.2
CSc1cc(-c2ccccc2)n(Cc2c(Cl)cccc2Cl)c(=O)c1C#N,1.9,-1.9,3.9,.,-3.1,-0.7,-0.8,-2.3,1.1

# Screening data (PubChem BioAssay)
